TSG101-PTAP inh – blocks PTAP/TSG101 interaction to inhibit HIV-1 budding | AID 493005 | Q99816 | 340,000 tested, under 10 active | Fluorescence polarization, FITC-PTAP peptide / Tsg101 binding | Potency, µM (doses to about 115 µM), without a hit: at the highest dose activity change, negative = inhibition, actives largely listed as inhibitors; active = well fitted inhibition curve with a large enough effect in the main read-out, with a control signal flat, not every such curve was filed as active; inconclusive = small, poorly fitted or top-dose-only effect, or effect the other way, or a change in a side signal; inactive = no such curve, though single readings can be large or run the other way; note: potency is the fitted concentration of half-maximal effect; % of control where 0% means no effect
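FP read-out: FITC-PTAP peptide, 50 nM final, binding Tsg101 binding domain, 10 uM final; 20 min, r.t.; 10 mM HEPES pH 7.5, 0.15 M NaCl, 0.01% Tween 20, 3 mM EDTA, 0.1 mM TCEP.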
Integrin act MD – activators of alpha7 integrin expression for muscular dystrophy. alpha7betagal myoblasts, beta-gal FDG fluorescence, 48 h. Potency, µM (titrated, usually from 38.3 µM), without a hit: at the top dose activation, actives largely listed as activators. actives 0.064% (n = 350,000). AID 624291;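 note: potency is the fitted concentration of half-maximal effect; 100% = response of the positive control SU9516; nearly all actives have a fitted effect of over 60% in size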
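Alpha7betagal+/- myoblasts (passage 13) were plated 16-24 hr, then exposed to compounds (1:260 dilution of DMSO stock) for 48 hours at 37C. After MPER lysis, β-galactosidase reporter activity was read as FDG fluorescence (ex 480/em 540) after 30 minutes.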
ASM inhibitor – inhibitors of human secretory acid sphingomyelinase | Potency, µM (highest dose often 57.5 µM), for the others: top-dose activity change, negative = inhibition, usual class: inhibitors | actives 0.006% (n = 340,000) | P17405 | placental ASM, HMU-PC fluorogenic substrate, 60 min; note: potency is the fitted concentration of half-maximal effect
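HMU-PC0 cleavage (9 uM final) by human placental ASM, 60 min at 37 °C following 10 min compound exposure at RT; stopped at pH 10, fluorescence Ex 386/Em 447 nm.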
CXXC DNA block – inhibitors of human MLL CXXC domain-DNA interaction | Q03164 | MLL-CXXC / FITC-HOXA9 DNA fluorescence polarization | Potency, µM (series often up to 115 µM), without a hit: top-dose activity change, negative = inhibition, actives largely listed as inhibitors | actives 0.037% (n = 290,000) | AID 2662; active = well fitted inhibition curve with a large enough effect in the polarisation, with a control signal flat, not every such curve was filed as active; inconclusive = small, poorly fitted or top-dose-only effect, or effect the other way, or a change in a side signal; inactive = no such curve, though single readings can be large or run the other way; the % refers to the polarisation; note: potency is the fitted concentration of half-maximal effect
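Purified MLL-CXXC (added from a 7 uM solution) was preincubated 5 min at ambient with pinned compounds in 50 mM Tris-HCl pH 7.5, 50 mM NaCl, 1 mM DTT, 0.05% BSA. Fluorescein-labeled HOX-A9 DNA (50 nM solution) followed, 30 min, then polarization read.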
TCR activator – activates T cell receptor signaling; AID 504894; 330,000 tested, under 10 active; primary human leukocytes, anti-CD3, IL-2 HTRF, 48 h; Potency, µM (top dose mostly 9.22 µM), without a hit: at the top dose activation of IL-2 secretion, actives largely listed as activators; note: % of control where 0% means no effect
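Activity was scored as IL-2 release from primary human leukocytes given only a TCR signal (a-CD3 beads) plus compound for 48 hr. Detection used a two-antibody HTRF format read at 665nm.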
Mito fusion yeast – blocks mitochondrial division or promotes mitochondrial fusion; S. cerevisiae fusion-defective mutant growth rescue, CellTiterGlo 48 h; Potency, µM (series often up to 46.1 µM), for inactives: at the top dose growth rescue (activation), actives largely listed as activators; actives 0.23% (n = 320,000);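 note: potency is the fitted concentration of half-maximal effect; % of control where 0% means no effect; nearly all actives have a fitted effect of over 45% in size; temperature-sensitive fusion mutants such as fzo1-1 at 37 °C on non-fermentable ethanol glycerol medium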
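Temperature-sensitive fusion-defective S. cerevisiae (e.g. fzo1-1, mgm1-5) were grown with compound in YPEG medium (3% ethanol, 3% glycerol) for 48 hours at 37C. Growth rescue was measured as viability by CellTiterGlo luminescence after 10 minutes at ambient.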
MBNL1 CUG block – MBNL1-poly(CUG) RNA binding inhibition. Q9NR56. TR-FRET MBNL1-His/biotin-(CUG)12 binding, 665/545 ratio. Potency, µM (series often up to 57.5 µM), without a hit: top-dose activity change, negative = inhibition, actives largely listed as inhibitors. actives 0.036% (n = 280,000). AID 2675; active = well fitted inhibition curve with a large enough effect in the signal ratio, with a control signal flat, not every such curve was filed as active; inconclusive = small, poorly fitted or top-dose-only effect, or effect the other way, or a change in a side signal; inactive = no such curve, though single readings can be large or run the other way; the % refers to the signal ratio; note: potency is the fitted concentration of half-maximal effect; % is set by controls: 0 for no effect and ±100 for the full control effect
Target sequence (Q9NR56 whole entry, looked up): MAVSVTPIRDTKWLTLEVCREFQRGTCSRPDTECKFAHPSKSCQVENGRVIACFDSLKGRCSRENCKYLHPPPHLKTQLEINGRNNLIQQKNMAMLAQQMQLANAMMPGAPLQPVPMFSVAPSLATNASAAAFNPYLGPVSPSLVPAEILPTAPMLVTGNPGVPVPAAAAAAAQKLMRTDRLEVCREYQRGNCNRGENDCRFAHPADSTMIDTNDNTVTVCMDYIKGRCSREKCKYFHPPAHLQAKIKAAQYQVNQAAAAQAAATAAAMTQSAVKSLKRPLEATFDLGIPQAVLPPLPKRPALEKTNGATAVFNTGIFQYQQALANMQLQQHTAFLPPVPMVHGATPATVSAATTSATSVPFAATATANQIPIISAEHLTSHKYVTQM
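TR-FRET readout: Ex 340 nm, 665/545 nm emission ratio, normalized to buffer-only (basal) and MBNL1-(CUG)12 controls. Complex of MBNL1-His with Biotin-(CUG)12, compounds 92 nM–58 uM, incubated 60 min at room temperature.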
AT treatment – potential ataxia-telangiectasia treatments restoring KAP-1 phosphorylation; […] A-T fibroblasts, KAP-1 phosphorylation AlphaLISA; neocarzinostatin DNA damage 30 min before lysis; Potency, µM (highest dose often 57.5 µM), for the others: top-dose activation, hits mostly activators; actives 0.19% (n = 320,000); AID 485349; note: potency is the fitted concentration of half-maximal effect; % of control where 0% means no effect; nearly all actives have a fitted effect of over 45% in size
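ATM-like activity read as KAP-1 phosphorylation via AlphaLISA donor/acceptor antibody pairs after lysis and 6 hr at 25C. Cells were ATM-null patient fibroblasts ([…], hTERT), dosed 60 min, then exposed to the DSB inducer NCS for 30 min.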
Menin-MLL TR inh – displaces Texas Red mutant MLL peptide from human menin; O00255; Menin + Texas Red MLL mutant peptide, fluorescence polarization; Potency, µM (series often up to 61.6 µM), without a hit: at the highest dose FP activity change, negative = inhibition, hits mostly inhibitors; actives 0.23% (n = 270,000); AID 1768; active = well fitted inhibition curve with a large enough effect in the polarisation, with a control signal flat, not every such curve was filed as active; inconclusive = small, poorly fitted or top-dose-only effect, or effect the other way, or a change in a side signal; inactive = no such curve, though single readings can be large or run the other way; the % refers to the polarisation; note: potency is the fitted concentration of half-maximal effect; % of control where 0% means no effect; many of its hits are not listed in these tables
Target sequence (O00255 whole entry, looked up): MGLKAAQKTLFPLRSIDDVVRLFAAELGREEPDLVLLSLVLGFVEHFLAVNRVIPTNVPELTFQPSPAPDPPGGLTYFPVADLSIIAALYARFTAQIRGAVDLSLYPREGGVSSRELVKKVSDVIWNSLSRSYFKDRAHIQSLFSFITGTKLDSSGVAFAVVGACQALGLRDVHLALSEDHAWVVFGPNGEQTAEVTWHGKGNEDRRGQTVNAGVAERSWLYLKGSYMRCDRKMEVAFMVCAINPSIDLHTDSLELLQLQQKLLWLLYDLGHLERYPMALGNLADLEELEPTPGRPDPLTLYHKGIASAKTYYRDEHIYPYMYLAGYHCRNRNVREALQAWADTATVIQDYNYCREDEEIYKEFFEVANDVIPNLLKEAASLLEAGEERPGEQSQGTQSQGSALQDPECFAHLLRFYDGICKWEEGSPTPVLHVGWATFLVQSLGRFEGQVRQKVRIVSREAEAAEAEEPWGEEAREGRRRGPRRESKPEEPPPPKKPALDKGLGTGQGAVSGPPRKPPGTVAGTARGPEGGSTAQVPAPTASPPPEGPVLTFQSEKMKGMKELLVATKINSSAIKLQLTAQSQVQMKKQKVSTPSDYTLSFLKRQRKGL
TSHR antag – antagonists of human thyroid stimulating hormone receptor | P16473 | TSHR-expressing cells, TSH-stimulated cAMP HTRF, 2 h; hits give low values | activity change, negative = inhibition, % at 11.5 µM | actives 0.2% (n = 330,000) | AID 504810;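 active = activity change below a set negative limit, meaning inhibition stronger than a set level, cut at about -70% in these data; inconclusive = activity change between two set negative limits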; note: % is set by controls: 0 for no effect and ±100 for the full control effect
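Freshly harvested TSHR cells receive pin-tooled compound, then EC80 TSH at 4nM final. After 2 hours at 37 deg C, antibody in lysis buffer and cAMP-d2 are added; 30 minutes at ambient temperature precede the HTRF read.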
Numbers without * were called inactive; ? = inconclusive; . = not tested or not shown; [ ] = another dose, or the depositor's remark. Unless noted, calls come from the whole dose curve; as a rule, active = well fitted curve in the direction sought with a large enough effect; inconclusive = small, poorly fitted or top-dose-only effect, or another doubt; inactive = no such curve, though single readings can be large; an effect the other way counts as inactive or inconclusive. A portion of the library; the hit share may differ from the screen's.

SMILES	TSG101-PTAP inh	Integrin act MD	ASM inhibitor	CXXC DNA block	TCR activator	Mito fusion yeast	MBNL1 CUG block	AT treatment	Menin-MLL TR inh	TSHR antag
COc1ccc(NS(=O)(=O)c2cc(C(=O)N3CCCCCC3)ccc2C)cc1	1%	-21%	4%	.	-3%	.	.	-5%	.	.
Cc1sc2ncnc(-n3nnc4ccccc43)c2c1C	-4%	-30%	2%	?	0%	3%	70%[activator]	4%	4%	-9
c1ccc(Cc2nc3ccccc3[nH]2)cc1	-8%	.	-1%	13%	-4%	-7%	4%	0%	-2%	6
CC1(C)Cc2nc(NCCCO)c(C#N)cc2CO1	-1%	16%	106%[activator]	0%	1%	-2%	-7%	5%	3%	3
CCOc1ccc(C(=O)NC(=S)Nc2cc(C)ccn2)cc1[N+](=O)[O-]	-2%	4%	-1%	-14%	-4%	2%	?	-4%	5%	-6
O=C1CSCN1c1ccc(Cl)cc1	-1%	22%	4%	-4%	4%	4%	-4%	-5%	9%	1
O=C(c1ccccc1)c1cc2c(cc1[N+](=O)[O-])OCCO2	-1%	23%	2%	9%	0%	7%	-13%	0%	-18%	8
O=C(CNC(=O)c1ccccc1)OCC(=O)c1cccs1	-4%	0%	-1%	24%	-7%	-4%	3%	3%	32%[activator]	-11
CCCNc1nc2c(c(=O)[nH]c(=O)n2C)n1CCc1ccccc1	-4%	-6%	2%	-5%	-3%	0%	-3%	1%	0%	-7
COCCNC(=O)COc1ccc(C)c(C)c1	-6%	3%	3%	-9%	.	-3%	-7%	.	9%	.
CN1CCCN(C(=O)c2cc(-c3ccc(Cl)c(Cl)c3Cl)nc3ccccc23)CC1	-1%	?	0%	2%	-5%	2%	-3%	-1%	-4%	4
CCN(CC)S(=O)(=O)c1ccc(N2CCOCC2)c(NC(=O)Cc2ccccc2)c1	0%	-5%	3%	3%	-7%[46.1 µM]	-1%	-12%	-5%	0%	-7
C[n+]1cccc2c(Br)ccc([O-])c21	-3%	-6%	-9%	?	-4%	0%	?	4%	.	8
COc1ccc[nH]c1=O	-13%	-8%	1%	2%	-1%	-6%	-7%	4%	8%	-4
O=C(O)c1cc(OCc2ccccc2)cc(OCc2ccccc2)c1	-4%	-7%	0%	-4%	2%	26%	4%	-7%	?	-11
Cc1cc(C)nc(/N=C(/NC(=O)Nc2ccc(Cl)c(Cl)c2)Nc2cccc(Cl)c2)n1	-3%	19%	8%	-5%	-5%[46.1 µM]	-1%	-4%	6%	-26%	-5
COC(=O)c1ccc(OC(=O)c2ccco2)cc1	1%	11%	0%	157%[activator]	0%	-6%	2%	-8%	5%	-3
Nc1n[nH]c(C2CC2)c1N=Nc1ccc(Cl)c(Cl)c1	0%	-25%	-9%	3%	-4%	-23%	5%	11%	.	10
O=C(/C=C/c1ccccc1Cl)Nc1cccc(S(=O)(=O)NC2=NCCCCC2)c1	1%	-6%	-17%	35%[activator]	-3%[46.1 µM]	-1%	10%	-6%	?	-9
COC(=O)N1C(=O)[C@](c2ccc(Cl)cc2)(C(C)C)N1C(=O)OC	-10%	?	2%	-18%	-8%	-1%	-7%	18%	7%	11
CCOc1ccccc1N(CC(=O)Nc1ccccc1F)S(=O)(=O)c1ccccc1	-15%	-20%	-3%	-6%	-4%	-2%	-1%	0%	20%	-19
CSc1cccc(NC(=O)C2C3C=CC4(O3)C2C(=O)N(CCCN2CCOCC2)C4C(=O)NC2CCCCC2)c1 (configuration not stated)	-1%	-4%	3%	5%	5%	2%	-1%	5%	-18%	1
CCOC(=O)c1cc(-c2ccc(OC(F)F)cc2)nc2nc(SC)[nH]c(=O)c12	-7%	-9%	90%[activator]	8%	-9%[46.1 µM]	-2%	36%[activator]	-1%	-16%	-8
O=C(Nc1ccc2c(c1)OCCO2)c1cccc2nc3ccccc3nc12	-3%	-13%	-19%	-3%	.	3%	14%	4%	?	-2
COc1cc(/C=C2\C(=O)NN(c3ccccc3)C2=O)ccc1OCC(N)=O	.	.	.	?	.	7%	-4%	-4%	-2%	-4
Cc1ccc(S(=O)(=O)c2cnc3cc(C)nn3c2N)cc1	0%	34%	6%	-23%	20%	3%	-2%	-2%	-4%	0
O=C(CNc1cccc(S(=O)(=O)N2CCCC2)c1)Nc1cccc(C(F)(F)F)c1	-4%	-31%	-6%	.	2%	.	.	-6%	.	-15
Cc1noc(C)c1S(=O)(=O)Nc1ccc(C(=O)N2CCN(c3cccc(Cl)c3)CC2)cc1	-6%	-30%	-20%	-12%	2%	0%	-1%	1%	0%	-1
Cc1nc(Cc2nnc(SCC(=O)Nc3c(C)cccc3C)o2)cs1	-1%	-1%	.	.	8%	2%	.	1%	.	18
O=C(c1ccccc1)N1CCCOC1c1ccccc1 (configuration not stated)	-6%	3%	-3%	0%	0%	-1%	-11%	16%	-1%	.
COC(=O)CNC(c1ccccc1Cl)c1cc(Br)ccc1NS(=O)(=O)c1ccc(C)cc1 (configuration not stated)	-8%	9%	-28%	3%	1%[46.1 µM]	2%	-7%	-10%	-18%	3
CC(NC(=O)COC(=O)/C=C/c1ccc2c(c1)OCO2)c1ccccc1 (configuration not stated)	-1%	43%	1%	.	-1%	-1%	.	8%	.	11
CC(=O)Nc1ccc(NC(=O)c2ccccc2N(C)S(C)(=O)=O)cc1	-4%	2%	0%	7%	13%	-3%	-5%	8%	-1%	6
CCOC(=O)c1c(C)c(C(=O)NCCCOC)c(C)n1C	-5%	24%	3%	-3%	7%	-5%	-3%	4%	2%	-1
COc1ccccc1N1CCN(C(=O)c2cc3cc(Cl)ccc3[nH]2)CC1	-1%	-2%	?	17%	.	2%	5%	-7%	16%	38
COc1ccc(NC(=O)NNC(=O)c2ccc3ccccc3c2O)c(OC)c1	-5%	5%	178%[activator]	4%	-21%	4%	4%	1%	?	3
CC(=O)O[C@H]1CC[C@]2(C)[C@H]3CC=C4[C@@H]5[C@@H](C)[C@H](C)CC[C@]5(C(=O)O)CC[C@@]4(C)[C@]3(C)CC[C@H]2C1(C)C	.	.	.	-2%	.	9%	6%	-29%	.	5
CCOc1cc(CN2CCN(C(=O)c3cccc4ccccc34)CC2)ccc1OC	0%	-15%	0%	1%	.	-3%	11%	-2%	?	5
O=C(CCC(=O)N1CCN(S(=O)(=O)c2ccccc2)CC1)NC1CCCc2ccccc21 (configuration not stated)	-4%	-7%	4%	-3%	-2%	3%	-6%	6%	-5%	-4
O=C(COC(=O)CCc1nc2ccccc2c(=O)[nH]1)Nc1ccc(Cl)cn1	-2%	7%	3%	-10%	-6%	10%	1%	11%	.	-28
O=C(CN(Cc1ccc(F)cc1)S(=O)(=O)c1ccc(S(=O)(=O)N2CCOCC2)cc1)Nc1ccccc1	2%	-14%	3%	5%	1%[46.1 µM]	-5%	.	-3%	-5%	5
CC1(C)CC(=O)C(C2C3=C(CC(C)(C)CC3=O)Oc3ccccc32)C(=O)C1 (configuration not stated)	-4%	-7%	0%	-4%	-5%	2%	0%	19%	.	9
Cc1ccc(S(=O)(=O)N2CCCC(NC(=O)N3CCN(c4ccccc4)CC3)C2)cc1 (configuration not stated)	0%	-5%	1%	-3%	2%	-1%	-5%	4%	-18%	-10
Cc1cccc(NC(=O)CN2CCN(CC(=O)NCc3ccc(Cl)cc3Cl)CC2)c1C	1%	24%	4%	.	-4%	-9%	.	-3%	.	8
Fc1cccc(C[n+]2csc3ccccc32)c1	-2%	-25%	-1%	?	5%	3%	2%	-10%	?	-6
Clc1ccc(-c2nnc(NCCN3CCCC3)c3ccccc23)cc1	1%	-73%[inhibitor]	-7%	?	2%	-6%	13%	0%	?	1
Cc1c(Cl)c([N+](=O)[O-])nn1Cc1ccc(C(=O)N/N=C\c2ccccn2)o1	-4%	5%	-1%	1%	-2%[46.1 µM]	-4%	?	-1%	0%	-3
Cc1ccc(C2(C)NC(=O)N(CC(=O)N3c4ccccc4NC(=O)CC3C)C2=O)cc1 (configuration not stated)	0%	23%	0%	.	-21%	0%	.	6%	.	1
CCC(=O)N1CCc2cc(S(=O)(=O)N3CCN(c4cc(Cl)ccc4C)CC3)ccc21	-5%	0%	-3%	-4%	-26%	1%	0%	5%	.	6
O=C(NC(=S)Nc1ccccc1O)c1ccc(-c2ccc(Cl)cc2)o1	0%	-35%	-1%	3%	1%	-9%	6%	4%	?	-1

Source: PubChem BioAssay (National Center for Advancing Translational Sciences (NCATS))
